High-throughput results: PubChem, National Center for Advancing Translational Sciences (NCATS)
ALOX15 inhib = blocks human 15-lipoxygenase activity; P16050; purified 15hLO-1, xylenol orange hydroperoxide absorbance; Potency, µM (titrated, usually from 57.1 µM), without a hit: at the highest dose activity change, negative = inhibition, most hits filed as inhibitors; 1.4% of 74,000 active; AID 887; also: potency is read from the fitted curve at half-maximal effect; % is scaled to controls: 0 for no effect and ±100 for the full control effect; nearly all actives have a fitted effect of over 55% in size
Target sequence (P16050 whole entry, looked up): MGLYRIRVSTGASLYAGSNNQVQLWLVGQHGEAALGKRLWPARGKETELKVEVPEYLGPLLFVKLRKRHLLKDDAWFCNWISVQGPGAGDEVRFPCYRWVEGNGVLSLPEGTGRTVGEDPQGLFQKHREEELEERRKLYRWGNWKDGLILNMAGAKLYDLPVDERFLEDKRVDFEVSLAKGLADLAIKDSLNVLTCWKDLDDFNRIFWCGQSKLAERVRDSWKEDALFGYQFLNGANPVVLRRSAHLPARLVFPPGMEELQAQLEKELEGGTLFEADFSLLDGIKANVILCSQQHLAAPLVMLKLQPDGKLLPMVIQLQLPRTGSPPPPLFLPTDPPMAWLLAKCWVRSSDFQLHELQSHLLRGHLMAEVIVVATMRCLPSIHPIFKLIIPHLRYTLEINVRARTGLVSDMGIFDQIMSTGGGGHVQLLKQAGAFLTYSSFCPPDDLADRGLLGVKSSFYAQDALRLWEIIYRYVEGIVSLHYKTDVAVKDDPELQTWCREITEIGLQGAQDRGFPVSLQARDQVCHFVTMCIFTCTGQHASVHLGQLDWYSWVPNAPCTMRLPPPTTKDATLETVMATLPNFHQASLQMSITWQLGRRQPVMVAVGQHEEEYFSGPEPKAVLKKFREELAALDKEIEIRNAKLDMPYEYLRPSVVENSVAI
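Readout: Fe(III)-xylenol orange absorbance, 573-to-405 nm ratio as reaction progress. Enzyme 40 nM purified human 15hLO-1, substrate 50 uM arachidonic acid, 6 min RT after 15 min compound preincubation; Hepes pH 7.5 buffer with Triton X-100.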
BRCT inh red = disrupts BRCA1 BRCT binding to phosphoprotein, red fluorophore readout. BRCT-phosphopeptide binding, red fluorescence polarization. Potency, µM (highest dose often 76.9 µM), for the others: at the top dose activity change, negative = inhibition, usual class: inhibitors. 0.03% of 75,000 active; also: % is scaled to controls: 0 for no effect and ±100 for the full control effect
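Rhodamine-labelled pBACH1 10-mer (100 nM) bound to BRCT domain (100 nM) at pH 7.3; compounds incubated 12 min room temperature, polarization read. Free peptide defines full inhibition; unlabelled decapeptide titrated as control.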
BRCT PPI green = inhibitors of human BRCA1 BRCT-phosphoprotein interaction (green fluorophore); P38398; BRCA1 BRCT-phosphopeptide binding, green fluorescence polarization; Potency, µM (series often up to 76.9 µM), for the others: top-dose activity change, negative = inhibition, most hits filed as inhibitors; 0.05% of 75,000 active; AID 875;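 also: potency is read from the fitted curve at half-maximal effect; plate controls were peptide without protein for full effect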
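Fluorescence polarization: His-tagged BRCT (~35 kDa BRCA1 C-terminus, 250 nM) bound to 100 nM fluorescein-labeled phosphorylated 10-aa BACH1 peptide, pH 7.3 phosphate buffer with DTT and Tween 20. Compounds incubated 12 min at room temperature; inhibition read as lowered polarization.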
DNA Pol III inh = inhibitors of bacterial DNA polymerase III holoenzyme | reconstituted DNA polymerase III holoenzyme replication, biochemical | Potency, µM (highest dose often 57.1 µM), without a hit: at the top dose activity change, negative = inhibition | 0.25% of 71,000 active | AID 603; also: potency is read from the fitted curve at half-maximal effect; % is scaled to controls: 0 for no effect and ±100 for the full control effect
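Reconstituted *E. coli* holoenzyme (0.35 nM Pol III, 1 nM beta, 154 nM SSB, 2 nM primase) was preincubated with compound for 15 min at RT. Synthesis on 1.4 nM ssM13Gori ran 35 min, then was stopped with PicoGreen/EDTA and read as dsDNA fluorescence.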
Caspase-7 inhib = blocks human caspase-7 allosterically or competitively; P55210; recombinant caspase-7, Ac-DEVD-AFC fluorescence rate; Potency, µM (series often up to 57.5 µM), inactives show at the top dose activity change, negative = inhibition, actives largely listed as inhibitors; 0.02% of 75,000 active; AID 889; active = well fitted inhibition curve with a large enough effect in the main read-out, with a control signal flat, not every such curve was filed as active; inconclusive = small, poorly fitted or top-dose-only effect, or a change in a side signal; also: potency is read from the fitted curve at half-maximal effect; % of control where 0% means no effect
HEK293 cAMP ctrl = counter-screen for TSHR agonists: cAMP increase in parental HEK293; Potency, µM (doses to about 57.1 µM), inactives show at the top dose activation, hits mostly activators; parental HEK293 CNG cAMP sensor, membrane potential fluorescence; 2.5% of 73,000 active; AID 938; also: potency is read from the fitted curve at half-maximal effect; % of control where 0% means no effect; nearly all actives have a fitted effect of over 55% in size
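Parental HEK 293 cells stably expressing a cAMP-gated CNG channel were loaded with membrane potential dye containing 100 uM RO 20-1724 for 60 min. Compound added for 30 min; depolarization read as fluorescence intensity at 590 nm.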
Rhodamine autofl = compound autofluorescence in rhodamine spectral region; 0.05% of 59,000 active; max dye-equivalent concentration, M; Rhodamine-region fluorescence, 547/598 nm, Tris buffer; hits give high values; in the data active = max dye-equivalent concentration above about 11 nM; inconclusive = between about 1.1 nM and that limit
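qHTS spectral profiling of compounds without any target or enzyme present, in pH 8.0 Tris buffer; plates were read after a 15-minute room-temperature incubation using the rhodamine-region filter set.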
Tau fil binding = binds recombinant human tau filaments. recombinant tau filaments, thioflavin S fluorescence, 15 h; filaments grown with octadecylsulfate alongside compound. Potency, µM (top dose mostly 57.1 µM), inactives show at the top dose activity change, negative = inhibition. 2% of 71,000 active;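 also: potency is read from the fitted curve at half-maximal effect; % is scaled to controls: 0 for no effect and ±100 for the full control effect; actives lower thioflavin S fluorescence by blocking filaments or displacing dye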
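His-tagged recombinant human tau (exons 2, 3 and 10 included), 1 uM, was induced to fibrillize by 30 uM sodium octadecylsulfate with compound present. After 15 h at 37 C, thioflavine S fluorescence (ex 450, em 510 nm) was read.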
USP2a inhib = blocks human ubiquitin-specific protease USP2a | USP2a enzymatic assay, qHTS inhibition | O75604 | 0.1% of 60,000 active | Potency, µM (titrated, usually from 38.3 µM), without a hit: top-dose activity change, negative = inhibition, actives largely listed as inhibitors;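 also: potency is read from the fitted curve at half-maximal effect; nearly all actives have a fitted effect of over 60% in size; plate controls were DMSO for no effect and NEM full inhibition control for full effect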
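USP2 core (20 nM final) was preincubated with compound for 30 min at RT in 20 mM Tris-HCl pH 8.0, 2 mM CaCl2, 2 mM beta-mercaptoethanol; Ub-PLA2 (20 nM) plus NBD C6-HPC (20 uM) then added, fluorescence read after 2.5 h.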
HADH2 inh = blocks human hydroxyacyl-CoA dehydrogenase type II. Q99714. recombinant HADH2, NADH fluorescence, beta-hydroxybutyryl-CoA. Potency, µM (series often up to 57.1 µM), without a hit: at the top dose activity change, negative = inhibition, most hits filed as inhibitors. 3.4% of 73,000 active; also: potency is read from the fitted curve at half-maximal effect; % is scaled to controls: 0 for no effect and ±100 for the full control effect; nearly all actives have a fitted effect of over 60% in size; many of its hits are not listed in these tables
Target sequence (Q99714 whole entry, looked up, one chain of several): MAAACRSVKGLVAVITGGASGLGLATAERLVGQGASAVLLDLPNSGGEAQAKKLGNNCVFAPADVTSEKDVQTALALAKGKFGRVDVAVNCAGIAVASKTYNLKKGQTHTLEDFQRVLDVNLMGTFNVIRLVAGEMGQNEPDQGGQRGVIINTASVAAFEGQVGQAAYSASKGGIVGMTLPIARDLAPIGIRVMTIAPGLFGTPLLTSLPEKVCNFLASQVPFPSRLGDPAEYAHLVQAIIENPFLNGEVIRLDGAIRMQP
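Read-out: 360 nm excitation, 450 nm emission, kinetic over 4 min. Conditions: His-tagged human HADH2 20 nM, pH 9.0 Tris with Tween-20, 1 mM NAD+, 90 uM beta-hydroxybutyryl-CoA.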
Casp1 inh = allosteric or competitive inhibitors of human caspase-1; 0.03% of 75,000 active; Potency, µM (top dose mostly 57.5 µM), without a hit: top-dose activity change, negative = inhibition, actives largely listed as inhibitors; Caspase-1 enzyme, Ac-WEHD-AFC fluorogenic rate; P29466;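 also: potency is read from the fitted curve at half-maximal effect; plate controls were vehicle for no effect and no substrate for full effect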
Numbers without * were called inactive; i = inactive; ? = inconclusive; / = no result given; [ ] = remark or other dose. Unless noted, calls follow the shape of the dose curve; as a rule, active = well fitted curve in the direction sought with a large enough effect; inconclusive = small, poorly fitted or top-dose-only effect, or another doubt; inactive = no such curve, though single readings can be large; an effect the other way counts as inactive or inconclusive.

SMILES	ALOX15 inhib	BRCT inh red	BRCT PPI green	DNA Pol III inh	Caspase-7 inhib	HEK293 cAMP ctrl	Rhodamine autofl	Tau fil binding	USP2a inhib	HADH2 inh	Casp1 inh
C=CCN(C(=O)Nc1ccccc1)C1CC(=O)N(c2ccc(OC)cc2)C1=O (stereo not drawn)	5.4%	0.1%	0.0%	-1.2%	-1.3%	4.5%	i	5.6%	-6.2%	15.4%	-1.0%
COC(=O)c1ccc(C(NC(=O)OCc2ccccc2)/C(=C/[C@@H](C)C(=O)NCc2ccccc2)c2cccnc2)cc1 (stereo partly drawn)	-1.0%	-0.6%	-2.2%	2.8%	-4.7%	5.6%	/	7.8%	/	9.0%	-1.1%
CS(=O)(=O)N(Cc1ccccc1)c1ccc(C(=O)NC2CCCCC2O)cc1 (stereo not drawn)	12.3%	1.0%	-0.9%	2.6%	0.5%	25.8%	/	-1.4%	-2.3%	6.3%	-4.8%
CCN(CC)c1nc(C#N)nc(N(CC)CC)n1	-6.9%	-0.3%	-1.4%	-1.7%	1.9%	?	i	20.6%	-6.2%	0.1%	0.5%
CN(C)C(=O)[C@H]1C[C@@H]1[C@H](NC(=O)OCc1ccccc1)c1ccccc1	-13.1%	-0.6%	-3.7%	-6.4%	1.0%	?	/	4.1%	/	0.5%	-1.6%
CC(C)(C)n1cnc2cc(NS(=O)(=O)c3ccccc3)ccc21	5.9%	-0.4%	0.2%	-7.6%	-1.3%	-3.9%	i	-13.6%	9.7%	5.4%	1.0%
COc1ccccc1N1C(=O)C2C3C=CC(C3)C2(C)C1=O (stereo not drawn)	9.8%	-0.7%	1.9%	3.5%	0.5%	5.0%	/	-21.6%	1.5%	3.9%	0.0%
CCN1C(=O)[C@@H]2[C@H]3C(=CC[C@H]2C1=O)C(=O)[C@H]1OC1[C@H]3O (stereo partly drawn)	-1.9%[11.4 µM]	-0.9%[15.4 µM]	-3.3%[15.4 µM]	/	-14.3%[11.5 µM]	5.7%[11.4 µM]	/	/	/	-27.8%[11.4 µM]	-10.4%[11.5 µM]
COc1ccccc1CC(NC(C)=O)C(=O)N1CCN(C(=O)Nc2ccccc2Cl)CC1 (stereo not drawn)	4.8%	-4.9%	-1.5%	-1.1%	0.2%	20.9%	i	-1.2%	10.3%	-7.8%	2.1%
C=CCn1c(NCCO)nc2sc3c(c2c1=O)CCC3	8.6%	0.4%	-1.4%	-4.2%	0.9%	-9.3%	/	-6.4%	/	-2.3%	-1.1%
Cc1ccc2c(c1)nnn2C1CCN(S(=O)(=O)c2ccc(C(=O)N3C(C)CCCC3C)cc2)CC1 (stereo not drawn)	-15.2%	0.4%	0.6%	-2.0%	-2.1%	?	i	7.5%	211.2%[activator]	0.3%	-2.7%
O=C(Cn1nnc(-c2ccccc2F)n1)Nc1ccc2c(c1)OCO2	-5.2%	0.9%	-0.5%	-2.2%	1.5%	12.8%	i	-1.8%	-2.8%	14.1%	0.3%
Cc1cc(NC(=O)CCCOc2ccc(Cl)cc2Cl)no1	0.5%	-0.1%	-1.5%	-4.1%	4.4%	-7.0%	i	-14.2%	-6.0%	5.5%	0.0%
COc1ccc(CN2C(=O)CN=C2Nc2ccc(C)cc2C)cc1	-15.6%	0.7%	-1.9%	1.3%	-0.8%	-5.7%	i	-3.4%	-7.5%	0.1%	-1.4%
COc1ccccc1-c1cc(Nc2ccc(F)cc2)ncn1	?	-0.3%	-1.1%	-8.2%	-10.5%	17.5%	i	-5.5%	72.4%[activator]	8.7%	-6.8%
O=C(CN(C(=O)C1CSC(=O)C1)c1ccccc1F)NCc1ccc2c(c1)OCO2 (stereo not drawn)	-4.4%	-1.5%	-2.3%	-9.6%	-1.7%	18.2%	i	3.6%	4.6%	3.9%	1.4%
CC1(C)Cc2c(sc3c2c(=N)n(Cc2ccco2)c(=O)n3CC(=O)Nc2ccc(Cl)cc2)CO1	-13.7%	3.0%	25.7%	-1.6%	-10.9%	-1.9%	i	90.8%	33.3%[activator]	-7.5%	-12.8%
c1ccc(CNc2ncncc2-c2ccoc2)cc1	-11.2%	0.4%	0.8%	5.0%	-8.5%	?	i	17.0%	81.5%	?	-7.6%
Cn1c(=O)n(C)c2cc(CN3C(=O)OC(C)(C)C3(C)O)ccc21 (stereo not drawn)	6.6%	-0.1%	-0.3%	-1.8%	-0.6%	?	/	-7.4%	/	2.5%	-2.5%
CCCS(=O)(=O)N1CCCC(C(=O)NCCN2CCCCC2C)C1 (stereo not drawn)	4.6%	0.9%	-1.7%	0.8%	1.7%	22.2%	i	6.8%	-14.0%	-3.4%	-1.6%
CC1CCc2nc(NC(=O)c3cc(C(C)(C)C)nn3C)sc2C1 (stereo not drawn)	6.9%	1.1%	-0.2%	-4.0%	1.8%	21.3%	i	21.2%	0.1%	0.8%	-0.1%
O=C1NC(c2cccnc2)C(C(=O)c2cccs2)C(O)(C(F)(F)F)N1 (stereo not drawn)	4.0%	0.2%	-4.8%	2.8%	1.2%	-5.1%	i	-10.9%	-3.5%	2.9%	-0.2%
COc1ccc(-c2nc3ccccc3c(=O)n2CCN2CCOCC2)cc1	0.9%	-1.2%	-1.8%	-9.3%	1.4%	0.1%	i	-12.3%	8.7%	-22.4%	-0.2%
COC(=O)C[C@](O)(CCCC(C)(C)O)C(=O)O[C@@H]1C(OC)=C[C@]23CCCN2CCc2cc4c(cc2[C@H]13)OCO4	-0.2%[25.6 µM]	-0.2%	-2.3%	-3.1%	0.8%	0.0%	/	?	/	7.5%	-1.2%
COc1ccccc1OCC(=O)N(Cc1nc(-c2ccc(Cl)cc2)no1)C(C)C	?	0.8%	1.4%	-5.6%	-4.6%	?	/	208.2%	/	-18.4%	-2.3%
O=C1N(c2ccc(Cl)c(Cl)c2)CN(Cc2ccccc2)CN1n1cnnc1	9.6%	0.2%	-2.8%	2.3%	-0.7%	12.3%	i	-9.0%	11.6%	-3.5%	0.3%
Cc1noc(C)c1CSc1nc2ccccc2s1	-2.6%	-1.9%	1.8%	2.2%	5.5%	15.1%	i	1.0%	3.3%	?	0.8%
O=c1cc(N2CCOCC2)[nH]c(=O)n1C1CCCCC1	-1.3%	2.2%	-1.7%	-3.3%	1.0%	8.0%	i	9.3%	2.8%	-7.6%	0.9%
CCCCn1c(CN2CCN(c3ccccc3)CC2)nc2c1c(=O)n(C)c(=O)n2C	9.9%	1.2%	-1.4%	2.3%	1.8%	3.4%	/	-0.2%	/	10.5%	-2.7%
CCCC(=O)Nc1cccc(C(=O)Nc2nccs2)c1	0.7%	-1.9%	1.4%	-6.2%	-1.0%	4.8%	/	-1.2%	-1.6%	-7.6%	-9.8%
CSc1ccc(Cl)c(C(=O)NCC(C)C)c1	-19.5%	-1.3%	-0.1%	-2.1%	-0.3%	?	i	113.6%	4.1%	30.2%[activator]	-4.0%
CCOc1ncccc1C(=O)OCc1cc(=O)n2c(n1)sc1ccccc12	-11.3%	0.2%	-1.7%	-8.0%	-6.0%	16.8%	i	-2.6%	16.1%	-0.9%	0.0%
Cc1ccccc1OCc1nnc(SCC(=O)Nc2ccc3c(c2)OCO3)n1C	?	-2.4%	1.2%	-3.7%	-1.6%	15.2%	i	14.1%	-9.8%	13.8%	-2.1%
CN(C)CCCNC(=O)c1ccc(Cc2nc3ccccc3[nH]2)cc1	7.5%	1.1%	-2.2%	/	-0.4%	-8.0%	/	/	/	-3.1%	-3.3%
O=C(NCCN1CCCC1)C1(S(=O)(=O)c2ccc(Cl)cc2)CC1	3.3%	-2.8%	-1.0%	-8.1%	1.6%	4.5%	i	-6.5%	-1.8%	-1.8%	-1.4%
c1ccc(Cc2nn3c(COc4ccccc4)nnc3s2)cc1	-7.7%	0.6%	0.6%	-5.4%	-11.7%	0.7%	i	-18.4%	24.9%	-6.1%	-0.5%
O=c1c2ccccc2nc(-c2ccco2)n1/N=C/c1ccco1	0.6%	0.5%	-1.8%	-8.4%	-2.1%	2.2%	i	-22.2%	-3.1%	0.4%	0.2%
CCOC(=O)c1cc(NC(=O)c2c(C)noc2C)cc(C(=O)OCC)c1	-2.2%	0.7%	9.6%	-3.0%	0.5%	-1.5%	i	-0.9%	0.0%	3.5%	-0.5%
Cc1cnc(C(=O)OCC(=O)Nc2ccc(Cl)cc2Cl)cn1	7.7%	0.7%	1.1%	-6.9%	1.0%	?	i	-6.2%	2.7%	-3.8%	-3.2%
COc1ccccc1-n1c(SCC(=O)N2CCCC2)nc2cccnc21	4.8%	-0.7%	-2.3%	-6.1%	-1.0%	0.5%	i	-9.2%	0.8%	5.1%	-1.1%

Not all compounds are listed; count on the stated rates, not on these rows.
